Assay outcomes deposited in PubChem BioAssay by several laboratories.
RSV antiviral HEp-2: RSV antiviral activity via CPE protection, HEp-2 cells, primary 10 µM value included (AID 2391); one-dose CPE inhibition, % at 10 µM; IC50 in µM for titrated hits; 0.13% of 310,000 active; HEp-2 cells, RSV-induced CPE inhibition; higher % means a stronger effect; in the data active = a potency from the dose series; inconclusive = CPE inhibition mostly from about 23% at the one dose, without a potency; inactive = the rest, 99 in 100 with CPE inhibition below about 21%; also: strong numbers were not always called active
PMI inhibition: human PMI inhibitors, high substrate, primary screen, biochemical, fluorescence intensity, high mannose 6-phosphate (AID 1220); inhibition, % at 20 µM; hits with a dose series show IC50 in µM; recombinant PMI enzyme, coupled fluorescence intensity; higher % means a stronger effect; 0.66% of 190,000 active
CSM14.1 death rescue: rescue of cells from ER stress-induced death, primary screen, 384-well, CSM14.1, thapsigargin, ATP luminescence (AID 1222) | CSM14.1 thapsigargin-induced death rescue, ATP luminescence; higher % means a stronger effect | cellular ATP content (survival), % at 20 µM, or EC50 in µM where a hit was titrated | 190,000 tested, under 10 active;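 active = EC50 below 50 µM in the dose-response confirmation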;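 also: death triggered by thapsigargin at about 15 µM added after 2 h compound pretreatment; cell ATP read after overnight thapsigargin exposure of roughly 18 to 22 hours; normalized against plate controls of thapsigargin alone and 5% DMSO vehicle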
TNAP activation fold: human TNAP enzyme activators, primary screen, biochemical, luminescent, no phosphate acceptor, uHTS (AID 1001). 0.03% of 200,000 active. activation fold at 20 µM, or EC50 in µM where a hit was titrated. purified TNAP, luminescent activation assay, no phosphate acceptor; higher activation fold means a stronger effect; in the data active = activation fold from about 3, or a potency from the dose series; inactive = the rest, 99 in 100 with activation fold below about 1.6; also: many of its hits are not listed in these tables
Ins promoter up: insulin promoter activators in MIN6 cells, imaging, high-content screening, mouse beta cells. z-score at 5 µM. AID 1625, 2009. MIN6 insulin promoter-GFP reporter; active compounds read high. 0.3% of 190,000 active;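 active = z-score above 3 at 5 µM with at least 500 cells counted in the well; inconclusive = wells under 500 cells, flagged as cytotoxic or low count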
human PMI inhibition: inhibitors of human PMI, primary screen, biochemical, fluorescence intensity, coupled assay (AID 1209). one-dose inhibition, % at 20 µM; IC50 in µM for titrated hits. purified PMI enzyme, coupled fluorescence intensity; higher % means a stronger effect. 0.42% of 190,000 active;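 also: plate controls were DMSO vehicle for no effect and wells lacking substrate for full effect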
PhoP inhibition: inhibitors of PhoP regulon expression, primary screen, Salmonella Typhimurium, GFP reporter (AID 1863). S. Typhimurium PhoP-regulated promoter GFP reporter, 4 h; higher % means a stronger effect. inhibition, % at 50 µM; hits with a dose series show IC50 in µM. 0.16% of 300,000 active;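 active = inhibition over 29.93%, a cutoff 3 SD above the screen mean, later confirmed by dose response; inconclusive = inhibition over 29.93% but no dose response follow-up; inactive = inhibition at most 29.93% or unconfirmed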;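 also: 0% = low Mg2+ inducing control and 100% = high Mg2+ repressing control; strong numbers were not always called active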
West Nile virus CPE: West Nile virus antiviral activity, cell-based, CPE readout (AID 1621). West Nile virus-infected cells, CPE inhibition; higher % means a stronger effect. 0.02% of 290,000 active. CPE inhibition, % at 10 µM, or IC50 in µM where a hit was titrated; in the data active = a potency from the dose series; inconclusive = CPE inhibition mostly from about 3.7% at the one dose, without a potency; inactive = the rest, 99 in 100 with CPE inhibition below about 2.2%; also: strong numbers were not always called active
Large T inhibition: SV40 large T antigen inhibitors, biochemical (AID 1903). SV40 large T antigen ATPase/helicase inhibition assay; higher % means a stronger effect. inhibition, % at 20 µM, or IC50 in µM where a hit was titrated. 0.39% of 310,000 active; in the data active = a potency from the dose series; inconclusive = inhibition mostly from about 32% at the one dose, without a potency; inactive = the rest, 99 in 100 with inhibition below about 32%; also: strong numbers were not always called active
Ins promoter up cell count: further read-out of Ins promoter up, marked with its call; cell count; measured here: cytotoxicity, nuclei count;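 total cells summed across four imaged fields per well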
The depositor's hits bear a star; u = inconclusive; x = no result given. Rule as the data show it, unless noted: active = inhibition above about 50%; inactive = the rest. The order is random, and some 1.5% of all compounds hit somewhere here.

Each structure is followed by: TNAP activation fold | PMI inhibition | Ins promoter up cell count | Ins promoter up | human PMI inhibition | PhoP inhibition | CSM14.1 death rescue | West Nile virus CPE | Large T inhibition | RSV antiviral HEp-2
> c1ccc(Nc2nc(-c3ccncc3)nc3ccccc23)cc1
→ 0.9 | -9.3% | 1433 | -0.39 | -7.4% | -10.5% | 2.0% | -0.2% | 5.9% | 4.5%
> CCCn1nnc(NC(=O)c2ccc(-c3cccc(Cl)c3)o2)n1
→ 1.1 | 2.7% | 1604 | -0.03 | 6.1% | -9.6% | -0.6% | 0.1% | 6.0% | 9.9%
> COc1ccc(Cc2nnc(SCC(=O)Nc3ccc(C)c(C)c3)o2)cc1OC
→ x | x | x | x | x | 4.5% | x | -0.4% | 4.5% | 3.7%
> CCCn1c(N)c(C(c2ccc(C(=O)OC)cc2)N2CCN(c3ccccc3)CC2)c(=O)[nH]c1=O (centres undefined)
→ 1.2 | -3.2% | 1057 | -0.8 | -4.0% | 18.8% | -2.0% | 0.5% | 4.0% | -0.9%
> Cc1ccc(CN2CCN(/N=C/c3cccn3C)CC2)c(C)c1
→ 1.1 | 7.2% | 1195 | -0.08 | 0.1% | 6.9% | -0.1% | -0.3% | 18.7% | 0.6%
> COC(=O)c1ccc(/C=N\n2c(C)nnc2C)cc1
→ 1.2 | 2.0% | 1728 | 0.37 | 3.7% | 9.7% | -1.2% | 0.2% | 18.1% | 0.6%
> COc1ccc(C(=O)C2CCCN(C(=O)c3cc(C4CC4)[nH]n3)C2)c(C)c1 (centres undefined)
→ x | x | x | x | x | -3.3% | x | -0.8% | 8.6% | 4.0%
> CCOc1ccc(C(=O)NCCCN2CCCC2=O)cc1
→ 1 | 4.5% | 935 | 2.82 | 9.2% | -9.9% | 0.1% | 0.4% | 7.8% | 2.3%
> COc1cccc(N2CCN(Cc3ncc(-c4ccccc4)o3)CC2)c1
→ x | x | x | x | x | 7.8% | x | -0.9% | -0.3% | 7.9%
> CN(Cc1nc2ccccc2n1C)c1ccccc1
→ x | x | x | x | x | 0.4% | x | -1.4% | 2.0% | 1.9%
> O=C1C2CC=CCC2C(=O)N1c1ccc(NCCc2ccccc2)c([N+](=O)[O-])c1 (centres undefined)
→ 1 | 1.1% | x | x | 10.2% | 11.6% | 0.2% | -0.3% | 1.1% | 0.7%
> O=c1c(-c2ccc(Cl)cc2)cnc2n1CCS2
→ 1.1 | 3.5% | x | x | -0.9% | -2.6% | -0.6% | -0.6% | -0.5% | 1.4%
> COC(=O)c1sc2nc3c(cc2c1N)COC(C)(C)C3
→ 1.1 | 4.2% | 695 | 1.6 | 7.5% | -5.4% | -0.1% | -0.1% | 2.4% | -0.2%
> CN(Cc1ccc(-n2cccn2)cc1)Cc1cn(C)nc1-c1ccccc1F
→ 1.1 | -5.6% | 1447 | -0.31 | 0.6% | -6.5% | 2.9% | -1.4% | -5.9% | -1.0%
> COc1cc(NC(=O)CSc2nc(C)cc(C)n2)cc(OC)c1OC
→ 1.1 | 0.3% | 1528 | 0.35 | 1.5% | -3.4% | 1.0% | -0.1% | -0.6% | 2.0%
> CCS(=O)(=O)N1CCC(C(=O)NCCN2CCOCC2)CC1
→ 1 | 6.6% | 1302 | 0.04 | 7.1% | 2.8% | -3.8% | 0.0% | 45.8% | 3.0%
> CCn1ncc(/C=N\NC(=O)Cc2ccc([N+](=O)[O-])cc2)c1C
→ 1 | -6.3% | 1311 | -0.12 | -8.9% | 12.4% | -0.6% | 0.2% | 4.5% | 1.7%
> CC(C)(C)C(=O)N1N=C(c2ccc(NS(C)(=O)=O)cc2)CC1c1cccs1 (centres undefined)
→ 0.9 | 0.6% | x | x | -3.2% | 11.1% | -0.4% | -0.9% | 9.8% | 3.0%
> Cc1ccc(C2=NC(C)(C)N=C2SCC(=O)Nc2ccc(Cl)cc2)cc1
→ 1.1 | 4.4% | 715 | 0.72 | 12.7% | 6.3% | 2.2% | -0.9% | 2.4% | 48.6%
> Cc1cnc(CNC(=O)CC2C(=O)NCCN2Cc2ccccc2C(F)(F)F)cn1 (centres undefined)
→ x | x | x | x | x | 5.2% | x | 0.3% | 7.3% | 0.9%
> Cc1ccc(NC(=O)CN2C(=O)N/C(=C/c3ccc(C)o3)C2=O)cc1
→ 1.1 | 14.8% | 1301 | 0.03 | 8.9% | -1.8% | -0.2% | 0.3% | 19.8% | x
> COc1ccccc1CCNC(=O)c1ccc(Br)s1
→ x | x | x | x | x | 4.2% | x | -1.1% | 18.9% | 9.8%
> Cc1ccc(C)c(OCc2cc(C(=O)NC3CCN(Cc4ccccc4)CC3)no2)c1
→ x | x | x | x | x | 2.1% | x | -0.4% | 5.7% | 13.2%
> O=C(NCCc1ccccc1)c1cnc2ccccc2n1
→ x | x | x | x | x | -6.3% | x | 0.1% | 1.1% | 0.7%
> Brc1ccccc1OCCNCc1ccccc1
→ 1 | -17.0% | x | x | -14.8% | 1.5% | -1.5% | -0.8% | 3.2% | -2.5%
> COc1ccccc1NC(=O)NCCN1C(=O)C2C3C=CC(C3)C2C1=O (centres undefined)
→ 1.2 | -0.1% | 865 | -0.84 | -0.5% | -1.8% | -0.7% | 0.1% | 1.8% | 0.4%
> Oc1c(Br)cc(Br)cc1CNc1cnc2ccccc2c1
→ x | x | x | x | x | 4.2% | x | -0.3% | 8.8% | 8.1%
> CCOC(=O)c1c(CN2CCN(C)CC2)oc2ccc(O)cc12
→ 1 | -16.9% | 1110 | 0.23 | -17.1% | 2.8% | -2.1% | 0.1% | 7.6% | -0.2%
> COc1cccc(CNc2ccc3[nH]c(=O)[nH]c3c2)c1OCc1ccc(F)cc1
→ x | x | x | x | x | -1.6% | x | -1.9% | u | 19.9%
> O=C(NCc1ccco1)c1ccc2c(c1)OCCO2
→ x | x | x | x | x | -1.8% | x | 0.8% | 2.9% | 3.6%
> Cc1cc(C(=O)Nc2ccc(S(=O)(=O)Nc3nccs3)cc2)c(C)o1
→ 1.1 | 9.6% | 1308 | -0.25 | 12.3% | -2.2% | 0.4% | x | 17.1% | -0.1%
> COc1cccc(CNC(=O)CSc2cc(=O)n(C)c3ccccc23)c1
→ 1 | -5.6% | 1043 | -0.53 | -12.6% | -3.4% | -1.2% | 0.2% | 7.5% | -0.2%
> CC(=O)c1sc(NC(=O)c2cnc(Cl)c(Cl)c2)nc1C
→ x | x | x | x | x | 0.0% | x | -0.4% | 4.9% | 0.9%
> CCc1ccc(-c2nc(CN3CCC(C(=O)NCc4ccccc4OC)CC3)c(C)o2)cc1
→ 1.7 | 7.8% | x | u | 10.1% | -2.9% | -0.6% | -1.5% | 14.4% | u
> CC(=O)Nc1ccc(S(=O)(=O)Nc2c(NC3CCCCC3)c3ccccc3oc2=O)cc1
→ x | x | x | x | x | -3.4% | x | -0.1% | -4.4% | -0.1%
> CCOC(=O)N1CCN(S(=O)(=O)c2cc(Br)cnc2N)CC1
→ 1.1 | 0.8% | 1475 | 0.35 | -10.8% | -4.1% | -0.7% | -0.3% | -15.6% | 1.2%
> CC1(C)Cc2c(c(N3CCOCC3)nc3sc(C(=O)Nc4cccc(Cl)c4)c(N)c23)CO1
→ x | x | x | x | x | 11.7% | x | 1.0% | 25.2% | 1.8%
> Fc1ccc(-c2c[nH]c(=S)n2Cc2ccccc2)cc1
→ 2.1 | 0.5% | 1163 | 0.17 | 3.6% | -6.5% | -0.4% | -1.2% | -31.6% | -1.5%
> CC1Cc2cc(/C(O)=C3\C(=O)C(=O)N(CCN(C)C)C3c3ccccc3F)ccc2O1 (centres undefined)
→ 1.1 | -5.2% | 1330 | 0.5 | 8.0% | -10.1% | -2.2% | -0.6% | 2.8% | 0.9%
> COc1ccc(CC(=O)NNC(=S)NC(=O)c2cccnc2)cc1
→ x | x | 1436 | 0.79 | x | -8.9% | x | 0.7% | 12.2% | 1.5%
> COc1cc(OC)c(NC(=O)CCCn2c(=O)oc3ccccc32)cc1Cl
→ 1 | 1.4% | 1264 | -0.19 | 10.4% | -9.8% | 1.6% | -0.2% | 3.9% | 0.0%
> CC(NC(=O)c1ccc2nc[nH]c2c1)c1ccccc1 (centres undefined)
→ 1.2 | 8.7% | 1483 | -0.93 | -0.3% | 0.2% | 2.3% | 0.3% | 4.8% | 0.5%
> O=[n+]1c2c(n([O-])c3ccccc31)CCC2
→ 1.1 | 3.0% | 1790 | 0.22 | 6.0% | 5.3% | -2.4% | 0.0% | 3.2% | -0.1%
> CC(C(=O)Nc1ccc(S(=O)(=O)N2CCOCC2)cc1)N1C(=O)C2CC=CCC2C1=O (centres undefined)
→ 1.1 | -0.7% | 1271 | -0.45 | -2.9% | 11.9% | -0.4% | 0.3% | 17.5% | -0.5%
> O=C(CCNS(=O)(=O)c1cccc2nsnc12)NCc1ccccc1Cl
→ 1 | 2.1% | 1224 | 0.16 | 1.6% | -7.3% | -12.1% | -0.8% | 7.1% | 2.5%
> COc1cc(S(=O)(=O)N2CCCCCC2)c(OC)cc1Br
→ 1.1 | 6.2% | 972 | -0.02 | 4.6% | 25.9% | 0.3% | -0.8% | -7.0% | 4.2%
> O=c1nc(N/N=C/C=C/c2ccccc2)cn[nH]1
→ x | x | 1055 | 1.52 | x | 7.2% | x | 0.3% | 15.6% | -0.2%
> CC(C)(C)NCc1cc(Cl)ccc1OCc1cccs1
→ 1.2 | -3.5% | 1189 | -1.32 | 4.5% | 8.0% | -3.1% | -0.8% | -0.6% | -1.1%
> COC(=O)C1(Cc2cc(-c3ccccc3)no2)CCN(C(=O)OC(C)(C)C)CC1
→ x | x | x | x | x | 5.2% | x | -1.8% | 13.0% | -1.6%
> O=C(CCCN1C(=O)/C(=C/c2ccccc2)SC1=S)NCCCn1ccnc1
→ x | x | x | x | x | 2.6% | x | 0.6% | 8.3% | 5.3%
> O=C(N/N=C/c1ccccn1)c1cccc([N+](=O)[O-])c1
→ 1 | 13.9% | 1282 | 0.06 | 5.2% | 6.1% | 1.9% | -0.4% | 0.7% | 1.2%
> CC(=O)NC(=O)c1cnn(-c2ccccc2)c1N
→ x | x | 1439 | -0.21 | x | -5.2% | x | 0.1% | 15.4% | x
> COc1cccc(C(=O)N(Cc2nc(-c3ccc(C)cc3)no2)C(C)C)c1
→ 1.1 | 16.0% | 1668 | 0.28 | 21.1% | -0.1% | -2.5% | -0.8% | 6.7% | 0.3%
> Cc1ccc(N2C(=O)C3CCCN3C2=S)cc1 (centres undefined)
→ x | x | x | x | x | -3.2% | x | 0.0% | 9.3% | 0.1%
> Cn1c(=O)c2c(nc(N/N=C/c3ccco3)n2C)n(C)c1=O
→ x | -1.2% | 1527 | 0.28 | -9.6% | -0.5% | 0.4% | 0.3% | 4.9% | -2.4%
